Screens deposited in PubChem by National Center for Advancing Translational Sciences (NCATS).
D1 potentiator = Potentiators of Human D1 Dopamine Receptor: qHTS; D(1A) dopamine receptor (Homo sapiens), P21728; HEK293 TREx D1 cells, calcium flux, dopamine EC20 potentiation; potentiation, % at 10 µM; 360,000 compounds, 0.036% hits; AID 504651, 2011; in the data active = potentiation above about 30%; also: 0% is about no effect
TRHR PAM = qHTS for Small Molecule Agonists and Allosteric Enhancers of Human TRH Receptor: Primary Screen for Enhancers; AID 493056, 2011; enhancement, % at 2 µM; TRHR cells, fluo-8 calcium fluorescence, EC20 TRH enhancement; 360,000 compounds, 0.66% hits; Thyrotropin-releasing hormone receptor (Homo sapiens), P34981; in the data active = enhancement above about 30%; also: 0% is about no effect
Target sequence (P34981 whole entry, looked up): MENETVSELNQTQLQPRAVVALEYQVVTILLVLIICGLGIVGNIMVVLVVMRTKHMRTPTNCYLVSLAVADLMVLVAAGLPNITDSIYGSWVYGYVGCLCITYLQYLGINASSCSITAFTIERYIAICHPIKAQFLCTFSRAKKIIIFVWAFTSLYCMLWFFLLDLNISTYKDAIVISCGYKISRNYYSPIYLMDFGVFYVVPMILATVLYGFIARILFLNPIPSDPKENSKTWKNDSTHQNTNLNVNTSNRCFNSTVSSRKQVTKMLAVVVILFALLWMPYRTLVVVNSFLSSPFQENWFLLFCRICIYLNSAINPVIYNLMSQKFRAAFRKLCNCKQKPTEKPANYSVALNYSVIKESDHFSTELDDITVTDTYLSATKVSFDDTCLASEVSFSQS
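TRHR-expressing cells loaded with fluo-8 calcium dye were read kinetically (ex 480/em 530) during compound addition, then stimulated with an EC20 of TRH (10 nM final). Enhancement of the Gq-mediated intracellular calcium response was scored.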
D2 ag = HTS Assay for Allosteric Agonists of the Human D2 Dopamine Receptor: Primary Screen for Agonists; HEK293 T-REx D2 cells, calcium flux agonist mode; activation, % at 2 µM; 340,000 compounds, 0.53% hits; AID 485358, 2010;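 active = activation over 3 SD above normal in the single-dose calcium agonist read, cut at about 30% in these data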; also: 0% is about no effect
Target sequence (P14416 whole entry, looked up): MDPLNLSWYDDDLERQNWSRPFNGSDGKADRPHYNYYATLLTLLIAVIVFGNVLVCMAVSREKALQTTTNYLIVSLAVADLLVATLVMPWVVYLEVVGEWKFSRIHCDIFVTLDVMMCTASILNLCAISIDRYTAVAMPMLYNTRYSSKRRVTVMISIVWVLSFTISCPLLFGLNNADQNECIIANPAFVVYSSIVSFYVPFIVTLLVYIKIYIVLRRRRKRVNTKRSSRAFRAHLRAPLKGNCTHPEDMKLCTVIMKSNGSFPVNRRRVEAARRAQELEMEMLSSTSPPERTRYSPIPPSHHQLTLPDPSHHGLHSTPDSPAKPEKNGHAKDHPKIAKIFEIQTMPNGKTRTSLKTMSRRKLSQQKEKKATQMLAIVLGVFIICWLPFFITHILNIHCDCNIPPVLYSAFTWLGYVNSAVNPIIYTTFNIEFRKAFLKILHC
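Tetracycline-induced HEK293 T-REx cells with force-coupled D2 receptor, plated overnight at 30 C, loaded with no-wash calcium dye. After a 10 s baseline, compound was pin-added and calcium flux read kinetically for 180 s; calcium rises flagged agonists.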
D2 potentiator = HTS Assay for Positive Allosteric Modulators of the Human D2 Dopamine Receptor: Primary Screen for Potentiators | D(2) dopamine receptor (Homo sapiens), P14416 | HEK293 T-REx D2, calcium flux, EC20 dopamine potentiation | potentiation, % at 10 µM | 340,000 compounds, 0.34% hits | AID 485347, 2010;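 active = potentiation over 3 SD above the plate norm, cut at about 30% in these data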; also: 0% is about no effect
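Tetracycline-induced HEK293 T-REx cells force-coupled to calcium signalling expressed D2; compounds were pin-added after a 10 s baseline, read kinetically 180 s, then an EC20 dopamine challenge followed with a further 180 s calcium read.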
RXFP1 antagonist = qHTS Assay for Antagonists of the Relaxin Receptor RXFP1 | AID 1259400, 2018 | HEK293-RXFP1, relaxin-stimulated cAMP HTRF, 30 min; stronger effect = lower value | Relaxin receptor 1 (Homo sapiens), Q9HBX9 | 350,000 compounds, 0.59% hits | activity change, negative = inhibition, % at 57.5 µM;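 active = activity change of -60% or lower, but not beyond a set lower limit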; also: % is scaled to controls: 0 for no effect and ±100 for the full control effect
D2 antagonist = HTS Assay for Allosteric Antagonists of the Human D2 Dopamine Receptor: Primary Screen for Antagonists. 340,000 compounds, 2% hits. D(2) dopamine receptor (Homo sapiens), P14416. HEK293 TREx D2 cells, calcium flux, dopamine EC80. inhibition, % at 10 µM; in the data active = inhibition above about 30%; also: 0% is about no effect
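HEK293 T-REx D2 cells, tet-induced, calcium dye no-wash. Cpd pintool add, 180 s kinetic, then EC80 DA, 180 s kinetic. Ca flux read.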
D1 antagonist = Antagonist of Human D 1 Dopamine Receptor: qHTS; D(1A) dopamine receptor (Homo sapiens), P21728; HEK293 TREx D1 cells, calcium flux, dopamine EC80; stronger effect = lower value; activity change, negative = inhibition, % at 10 µM; 360,000 compounds, 3.2% hits; AID 504652, 2011; in the data active = activity change below about -30%; also: % is scaled to controls: 0 for no effect and ±100 for the full control effect
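Tetracycline-induced HEK293 Trex D1 cells, force-coupled to calcium, dye-loaded; compounds added and read 180 s, then EC80 dopamine added and calcium flux tracked kinetically another 180 s.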
TRHR agonist = qHTS for Small Molecule Agonists and Allosteric Enhancers of Human TRH Receptor: Primary Screen for Agonists; Thyrotropin-releasing hormone receptor (Homo sapiens), P34981; TRHR cells, calcium flux fluo-8, FDSS agonist mode; activation, % at 2 µM; 360,000 compounds, 0.18% hits; AID 493084, 2011; also: 0% is about no effect
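Fluo-8-loaded TRHR cells; 10 s baseline, compound added, kinetic Ca2+ fluorescence read 1/s, agonist mode.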
D1 agonist = Allosteric Agonists of the Human D1 Dopamine Receptor: qHTS | 360,000 compounds, 1% hits | activation, % at 2 µM | D(1A) dopamine receptor (Homo sapiens), P21728 | HEK293 T-REx D1 cells, calcium flux, agonist mode; also: 0% is about no effect
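Agonism was scored from calcium flux recorded over 180 s (1 read/s) after pintool compound addition, following a 10-cycle baseline. Cells were inducible force-coupled HEK293 TREx D1, plated overnight at 30 C and loaded with no-wash calcium dye.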
* = called active by the depositor; nt = not tested or not shown; & = joins results of further samples. Rule as the data show it, unless noted: active = activation above about 30%; inactive = the rest.

SMILES	D1 potentiator	TRHR PAM	D2 ag	D2 potentiator	RXFP1 antagonist	D2 antagonist	D1 antagonist	TRHR agonist	D1 agonist
Cc1cccc(C)c1NC(=O)COC(=O)c1cc[n+]([O-])cc1	-4	1	nt	-7	-13	nt	1	0.1	3
CCCCN(CC)CCNC(=O)c1nn(-c2ccc(OC)cc2)c(=O)c2c1c1ccccc1n2C	7&2	3&2	-0.3&0.4	-25&-11	9&1	-24	-7&3	-0.1&0.1	-1&0
COc1ccc(C(=O)COC(=O)CN2C(=O)c3ccccc3C2=O)c(OC)c1	-4	7	-0.2	-7	-5	-11	-4	-0.2	8
O=C(NCCCNC(=O)c1cc(Cl)ccc1Cl)c1cnccn1	-4	19	-0.3	-6	-19	4	-6	-1.1	1
CCOc1ccc(Oc2c(/C=N/NC(=O)COc3ccccc3OC)c(C)nn2-c2ccccc2)cc1	6	0	nt	-29	-1	nt	-1	0.1	8
O=C(COc1ccccc1)NNC(=O)COc1ccc([N+](=O)[O-])cc1	-9	-1	0.4	4	-2	5	-10	-0.1	4
O=C(N/N=C/c1c[nH]c2ccc(Br)cc12)c1ccncc1	-3	0	0.1	6	-9	1	15	0.6	1
CCOC(=O)[C@@H]1[C@H]2COc3ccccc3[C@H]2N2C(=O)N(c3ccc(OC)cc3)C(=O)[C@]12C	-2	0	-0.8	-5	nt	2	7	-0.2	5
O=C(Nc1ccc(F)cc1)c1nc(S(=O)(=O)Cc2ccccc2)ncc1Cl	-2	-29	-0.6	-2	-105*	13	-51*	-0.6	2
CC(=O)Nc1ccc(NC(=O)C2CCN(C(=O)NC3CCCCC3)CC2)cc1	0	4	nt	nt	11	nt	5	2.1	1
CC1=NN(C(=O)CCc2ccccc2)C(O)(c2ccncc2)C1 (configuration not stated)	-2	1	2.0	7	4	3	1	0.4	6
COC(=O)[C@@]1(Cc2ccc(OC)cc2)[C@H]2c3cc(C(=O)N4CCCC4)n(Cc4ccc(OC)c(OC)c4)c3C[C@H]2CN1C(=O)c1ccccc1	-1	4	1.7	-3	nt	15	5	2.7	8
CS(=O)(=O)c1ccc(NC(=O)CCN2C(=O)NC3(CCCC3)C2=O)cc1	-4	-1	0.4	4	0	5	-3	0.7	2
O=C(NCc1ccccc1Cl)c1cccc(NC(=O)c2ccccc2)c1	1	6	-1.5	-3	27	7	-22	-1.7	3
CC(C)OCC1Cn2c(nc3c2c(=O)n(C)c(=O)n3C)O1 (configuration not stated)	-2	1	0.0	16	-9	-12	3	1.0	0
Cn1c(=O)n(C)c2cc(NC(=O)C(F)(F)F)ccc21	1	-4	3.3	15	-1	-4	7	0.0	0
COc1ccc(CN(CC2CCC(C(=O)O)CC2)C(=S)Nc2ccc(C)c(Cl)c2)cc1 (configuration not stated)	-8	-1	-0.1	4	3	6	-4	-0.2	1
COC(=O)Cc1ccc(N(Cc2ccccc2F)S(=O)(=O)c2ccc(Br)cc2)cc1	-7	-2	5.8	14	-2	-16	-14	4.0	28
O=C(O)c1ccc(NS(=O)(=O)c2ccc(N3C(=O)CCC3=O)cc2)cc1	-6	-2	-0.8	-16	-7	39*	-13	0.0	0
CN(c1ccc(OCC(=O)NC2CCCC2)cc1)S(=O)(=O)c1cccs1	-3	-15	-0.8	-9	6	2	2	-0.4	0
Cc1cccc(C)c1NC(=O)N1CCCC1C(=O)Nc1ccc(-n2cnnn2)cc1 (configuration not stated)	1	5	-0.2	3	-8	9	5	0.2	1
O=C(NCCc1ccccc1)C1CCN(c2nc3ccccc3o2)CC1	-4	-3	1.0	3	6	-1	4	0.1	1
CCOc1ccc(-c2nc3n(c(=O)c2C#N)CCS3)cc1	-6	-8	0.6	-6	4	-13	5	-2.0	1
CCOC(=O)C1=NN(c2cccc(C)c2)C2(S1)SC(C(C)=O)=C(C)N2c1ccccc1 (configuration not stated)	3	9	-0.4	8	-1	-8	-5	-0.6	2
Cc1ccccc1-c1nc2cc(Cl)ccc2o1	2	18	0.0	10	-7	-3	8	0.3	4

Ordered by value in D1 agonist (ascending): some entries from above
Molecule	D1 agonist
CN(c1ccc(OCC(=O)NC2CCCC2)cc1)S(=O)(=O)c1cccs1	0
COc1ccc(CN(CC2CCC(C(=O)O)CC2)C(=S)Nc2ccc(C)c(Cl)c2)cc1 (configuration not stated)	1
CS(=O)(=O)c1ccc(NC(=O)CCN2C(=O)NC3(CCCC3)C2=O)cc1	2
CC1=NN(C(=O)CCc2ccccc2)C(O)(c2ccncc2)C1 (configuration not stated)	6

Carrying on:
SMILES	D1 potentiator	TRHR PAM	D2 ag	D2 potentiator	RXFP1 antagonist	D2 antagonist	D1 antagonist	TRHR agonist	D1 agonist
Cc1ccc(CNC(=O)c2sc3nc4c(c(C(F)(F)F)c3c2N)CCC4)cc1	-11	10	1.2	2	1	-5	-7	0.2	0
CCc1cnc2c(c1SCc1cc(OC)cc(OC)c1)c(=O)n(C)c(=O)n2C	2	-1	1.4	-1	-13	nt	nt	0.2	4
CCc1ccc2oc(-c3cc(N=Cc4cccc(OC)c4O)ccc3O)nc2c1	0	8	-0.6	-3	10	12	6	-0.3	-1
CCC(=O)N1CC23C=CC(CC2CC12CCCCC2)O3 (configuration not stated)	-8	7	0.7	2	-6	4	11	-0.1	2
Cn1cc(Cl)c(C(=O)NNC(=S)NC2CCCCC2)n1	-7	2	0.6	-13	23	7	0	0.4	3
CC1CCN(S(=O)(=O)c2ccc3[nH]c(=O)cc(C(=O)O)c3c2)CC1	-2	2	-0.7	-1	-1	4	-2	-0.1	0
CCCCc1nnc(SCC(=O)Nc2nccs2)n1C	-7	-3	0.5	15	5	-6	-27	-0.1	3
CCc1cccc(NC(=O)Cn2cc3c(n2)CCCC3)c1	-3	3	-0.2	-10	-15	15	-3	-0.7	1
O=C(COC(=O)c1cnccn1)NCCc1ccc(Cl)cc1	-2	-7	-0.1	10	-9	-3	-1	-0.1	3
Cc1nn(Cc2n[nH]c(=S)n2Cc2ccccc2)c(C)c1Cl	-6	-3	1.2	-6	-14	-5	7	0.4	2
O=C1C(c2ccc(F)cc2)N(CC2COc3ccccc3O2)C(=O)CN1C1CCCCC1 (configuration not stated)	-5	-2	-1.9	16	7	2	10	0.0	2
CC(C)c1ccc(S(=O)(=O)N2CCN(C(=O)[C@@H]3CCCN3C(=O)c3cccs3)CC2)cc1	4	-7	0.0	-5	-9	17	-10	-0.6	2
FC(F)(F)c1cc(-c2cccs2)n[nH]1	0	1	-2.8	11	1	-18	-15	-0.8	0
COc1ccc(NC(=O)COn2nnc3ccc(Cl)cc32)cc1OC	-7	2	-1.5	13	2	-6	-12	-0.7	1
Cc1ccc2oc(C(=O)Nc3nnc(CC(C)C)s3)c(C)c2c1	2	3	0.4	-13	2	14	-6	0.3	2
CCCCn1c(N)c(N(CC(C)C)C(=O)CN2C(=O)c3ccccc3C2=O)c(=O)[nH]c1=O	-5	-1	-0.1	-5	-2	9	-3	0.3	6
COc1cccc(/C=C2\SC(=S)N(C(C(=O)O)c3ccccc3)C2=O)c1OC (configuration not stated)	2	-2	23	-2	-33	2	32	-0.1	0
O=C(NCCC1CCCCN1S(=O)(=O)c1ccccc1)C(=O)NCc1ccc(F)cc1 (configuration not stated)	-2	-4	-0.3	-3	-9	-36	-11	0.1	8
O=C(CCC1N=C2c3ccccc3N=C(SCc3ccc(F)cc3)N2C1=O)N1CCN(c2ccccc2)CC1 (configuration not stated)	-4	-9	nt	8	-24	nt	-7	-0.4	2
COc1ccc(Cl)c2sc(N(CCN(C)C)C(=O)CCS(=O)(=O)c3ccc(C)cc3)nc12	-6	-3	0.2	3	-10	16	-7	0.2	1
O=C(O/N=C/c1cccc([N+](=O)[O-])c1)C1CC1	-4	1	0.3	9	4	0	0	0.4	0
CCOC(=O)c1cccc(NC(=O)Cn2c(=O)nc(-c3ccccc3)c3ccccc32)c1	0	0	1.8	-5	-10	nt	1	-0.2	2
COc1ccc(C2C3=C(CC(C)(C)CC3=O)N(C)C3=C2C(=O)CC(C)(C)C3)cc1OC	-3	-1	-1.3	-7	-13	8	6	-0.7	6
NS(=O)(=O)c1ccc(CCNC(=O)C2CCC(CNS(=O)(=O)c3ccc(Br)s3)CC2)cc1 (configuration not stated)	0	-3	-0.2	-11	-30	17	-1	-0.6	0
CNC(=O)c1cc2c(ccc3ccccc32)oc1=N	-2	0	-0.1	9	nt	5	1	-0.5	1

Taken from above:
Cn1cc(Cl)c(C(=O)NNC(=S)NC2CCCCC2)n1 – RXFP1 antagonist = 23
O=C1C(c2ccc(F)cc2)N(CC2COc3ccccc3O2)C(=O)CN1C1CCCCC1 (configuration not stated) – TRHR agonist = 0.0

Other results:
SMILES	D1 potentiator	TRHR PAM	D2 ag	D2 potentiator	RXFP1 antagonist	D2 antagonist	D1 antagonist	TRHR agonist	D1 agonist
Cc1ccc(NC(=O)COc2coc(CN3CCN(Cc4ccccc4)CC3)cc2=O)cc1	7	21	-1.3	11	-19	4	1	-1.3	-1
COc1ccc(NC(=O)c2c(-c3c(Cl)cccc3Cl)noc2C)c(OC)c1	2	2	-0.5	3	-7	-9	-1	0.6	3
c1ccc2c(c1)oc1c(N3CCOCC3)ncnc12	-2	5	-0.3	-3	-5	2	-20	0.3	4
O=C(Nc1cccc(C(F)(F)F)c1)c1cc(-c2ccc3c(c2)OCCO3)on1	-2	0	-2.1	2	nt	nt	-12	3.0	20
Cc1n[nH]c(C)c1S(=O)(=O)N1CCc2ccccc21	-5	3	-0.5	4	12	-17	-11	-0.3	3
CCCCNS(=O)(=O)c1cccc(S(=O)(=O)N2CCCC2)c1	5	1	-0.7	3	-4	-17	38	-0.3	9
CC(=O)Nc1ccc2nc(NC(=O)c3ccco3)sc2c1	-7	1	0.8	1	-1	9	2	0.1	-2
COc1ccc(-c2nnc(SCC(=O)N3CCC(C)CC3)o2)cc1	-2	9	0.6	4	7	nt	-2	-1.0	3
COc1ccc(CNS(=O)(=O)c2ccc3c(c2)C(C)(C)C(=O)N3C)cc1OC	-1	-3	0.8	3	nt	nt	0	0.1	1
C/C(=N\Nc1ccc(Cl)c(C(=O)O)c1)c1ccccn1	-1	-7	0.3	-9	21	-1	0	0.8	0
CN(CC(=O)NC(=O)NC1CCCCC1)Cc1ccccc1	-1	4	0.7	-2	-6	5	1	2.6	2
C/C(=N\NC(=O)Nc1ccccc1)c1ccccc1	-2	0	0.7	-4	0	-6	-2	0.2	1
